# High-throughput results deposited in PubChem by several laboratories.
# E-sel TNF inh: blocks E-selectin expression induced by TNF alpha; inhibition, % at 2 µM; hit rate 0.71% among 120,000; HUVEC TNFa-induced E-selectin immunofluorescence, high content;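 active = inhibition above the batch mean plus 3 SD, and confirmed as a hit on visual image review, cut at about 43% in these data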;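 note: 0% = TNF-stimulated DMSO wells and 100% = unstimulated control wells; not every result past the cut was called active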
# GALR2 antag: blocks the human galanin receptor 2; O43603; GALR2-expressing cells, antagonist mode; inhibition, % at 4 µM; hit rate 0.39% among 140,000; AID 828; in the data active = inhibition above about 27%;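 note: cells stimulated with galanin 1-16 at roughly its EC80; 0% = agonist challenge control and 100% = basal control without agonist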
# NPY Y2 blocker: NPY-Y2 (human) receptor antagonism. NPY-Y2 expressing cells, antagonist mode. hit rate 0.99% among 140,000. inhibition, % at 2.7 µM. P49146. AID 793; in the data active = inhibition above about 17%;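 note: 0% = vehicle with agonist challenge and 100% = reference antagonist with challenge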
# Target sequence (P49146 whole entry, looked up): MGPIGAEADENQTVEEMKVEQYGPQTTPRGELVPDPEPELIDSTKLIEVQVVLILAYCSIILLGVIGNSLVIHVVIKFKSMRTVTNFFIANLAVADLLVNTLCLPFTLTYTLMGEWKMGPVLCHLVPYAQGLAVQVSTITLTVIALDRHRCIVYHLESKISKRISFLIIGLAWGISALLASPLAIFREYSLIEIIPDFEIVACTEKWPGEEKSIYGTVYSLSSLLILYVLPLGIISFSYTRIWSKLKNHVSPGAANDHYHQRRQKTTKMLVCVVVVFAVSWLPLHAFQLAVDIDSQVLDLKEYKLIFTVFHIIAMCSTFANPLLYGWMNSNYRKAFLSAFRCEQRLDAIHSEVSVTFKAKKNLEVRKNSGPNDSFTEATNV
# * hit, by the source's call.
1: CCOc1ccc2cc(C#N)c(SCC(=O)N3CCCC3)nc2c1
  E-sel TNF inh: -1; GALR2 antag: 1; NPY Y2 blocker: 3
2: O=C(CCc1nc(-c2ccc(Cl)cc2)no1)OCc1ccc(Br)cc1
  E-sel TNF inh: 37; GALR2 antag: -7; NPY Y2 blocker: 10
3: COc1ccccc1NC(=O)COc1ccc(C(F)(F)F)cc1[N+](=O)[O-]
  E-sel TNF inh: -22; GALR2 antag: 12; NPY Y2 blocker: 1
4: O=C(Nc1nnc(-c2ccc(Cl)s2)o1)C1CCCCC1
  E-sel TNF inh: -13; GALR2 antag: 1; NPY Y2 blocker: 3
5: c1ccc(CSc2ncnc3c2oc2ccccc23)cc1
  E-sel TNF inh: 1; GALR2 antag: 10; NPY Y2 blocker: 8
6: CC(C)CNC(=O)c1cc2nc(C3CC3)cc(C(F)(F)F)n2n1
  E-sel TNF inh: -6; GALR2 antag: -10; NPY Y2 blocker: 4
7: Cc1sc(NC(=S)NC(=O)c2ccccc2)c(C#N)c1C
  E-sel TNF inh: 10; GALR2 antag: 9; NPY Y2 blocker: 1
8: O=C(NCCCn1ccnc1)/C(=C/c1ccco1)NC(=O)c1ccccc1
  E-sel TNF inh: -48; GALR2 antag: -2; NPY Y2 blocker: 4
9: CC(C)C1Cc2c(sc3c2c(=O)n(-c2ccccc2)c2nncn32)CO1 (centres undefined)
  E-sel TNF inh: -1; GALR2 antag: 8; NPY Y2 blocker: 1
10: Cc1ccnc(SCCn2c(N3CCOCC3)nc3c2c(=O)n(C)c(=O)n3C)n1
  E-sel TNF inh: 1; GALR2 antag: -3; NPY Y2 blocker: 4
11: Cc1oc2nc(SCC(=O)NC3CCCCC3)nc(N)c2c1C
  E-sel TNF inh: -16; GALR2 antag: -5; NPY Y2 blocker: 5
12: Cc1ccc(-n2nnc3c(SCC(=O)N4CCN(c5ccccc5)CC4)ncnc32)cc1
  E-sel TNF inh: 7; GALR2 antag: -1; NPY Y2 blocker: 2
13: CCCCCn1c(CN2CCN(C(=O)OCC)CC2)nc2c1c(=O)n(C)c(=O)n2C
  E-sel TNF inh: -15; GALR2 antag: -1; NPY Y2 blocker: 2
14: COc1ccc(-c2onc3ccc(Cl)cc23)cc1OC
  E-sel TNF inh: -16; GALR2 antag: -5; NPY Y2 blocker: 7
15: O=C(CSc1nnc2scc(-c3ccccc3)n12)Nc1nsc(-c2ccc(Cl)cc2)n1
  E-sel TNF inh: 0; GALR2 antag: 2; NPY Y2 blocker: 0
16: COc1ccccc1-c1coc2c(CN3CCN(CCO)CC3)c(O)ccc2c1=O
  E-sel TNF inh: -13; GALR2 antag: 0; NPY Y2 blocker: 4
17: CCN(CC)S(=O)(=O)c1ccc(S(=O)(=O)N(CC(=O)Nc2ccccc2)CC2CCCO2)cc1 (centres undefined)
  E-sel TNF inh: -14; GALR2 antag: -1; NPY Y2 blocker: 2
18: CC1(C)Cc2ccccc2-c2c1c(=O)n(-c1ccccc1)c1nnnn21
  E-sel TNF inh: 11; GALR2 antag: 7; NPY Y2 blocker: 1
19: C=CCOc1ccc(C2C(C(=O)c3cccs3)=C(O)C(=O)N2c2nnc(C)s2)cc1 (centres undefined)
  E-sel TNF inh: 4; GALR2 antag: -7; NPY Y2 blocker: 4
20: Cc1cccc(-c2cc3nc4c(c(N5CCC6(CC5)OCCO6)n3n2)CCCC4)c1
  E-sel TNF inh: -17; GALR2 antag: 6; NPY Y2 blocker: 1
21: O=C(CN1C(=O)c2ccccc2C1=O)OCN1C(=O)c2ccccc2C1=O
  E-sel TNF inh: 5; GALR2 antag: 0; NPY Y2 blocker: 4
22: CCCCCn1c(N2CCC(Cc3ccccc3)CC2)nc2c1c(=O)[nH]c(=O)n2C
  E-sel TNF inh: -9; GALR2 antag: -1; NPY Y2 blocker: 7
23: CS(=O)(=O)N(Cc1nc2sc3c(c2c(=O)[nH]1)CCCC3)C1CCCCC1
  E-sel TNF inh: 1; GALR2 antag: -5; NPY Y2 blocker: 5
24: Cc1nnc(SCc2cc(=O)[nH]c(Nc3nc(C)c4ccccc4n3)n2)s1
  E-sel TNF inh: -8; GALR2 antag: -5; NPY Y2 blocker: 0
25: Cc1cccc(NC(=S)NC(=O)C(c2ccccc2)c2ccccc2)n1
  E-sel TNF inh: 26; GALR2 antag: -11; NPY Y2 blocker: 0

# An excerpt from above in order of their number in NPY Y2 blocker, smallest number first:
no. | SMILES | NPY Y2 blocker
3 | COc1ccccc1NC(=O)COc1ccc(C(F)(F)F)cc1[N+](=O)[O-] | 1
4 | O=C(Nc1nnc(-c2ccc(Cl)s2)o1)C1CCCCC1 | 3
22 | CCCCCn1c(N2CCC(Cc3ccccc3)CC2)nc2c1c(=O)[nH]c(=O)n2C | 7

# Fetched by compound from the entries so far (3):
6: CC(C)CNC(=O)c1cc2nc(C3CC3)cc(C(F)(F)F)n2n1
  E-sel TNF inh: -6; GALR2 antag: -10; NPY Y2 blocker: 4
15: O=C(CSc1nnc2scc(-c3ccccc3)n12)Nc1nsc(-c2ccc(Cl)cc2)n1
  E-sel TNF inh: 0; GALR2 antag: 2; NPY Y2 blocker: 0
1: CCOc1ccc2cc(C#N)c(SCC(=O)N3CCCC3)nc2c1
  E-sel TNF inh: -1; GALR2 antag: 1; NPY Y2 blocker: 3

# The listing continues.
26: Cc1cccn2c(=O)c3cc(C#N)c(=N)n(Cc4cccnc4)c3nc12
  E-sel TNF inh: -8; GALR2 antag: -11; NPY Y2 blocker: 0
27: CC(=O)c1c(O)cc(C)n(Cc2ccccc2)c1=O
  E-sel TNF inh: -1; GALR2 antag: 6; NPY Y2 blocker: -4
28: CC(NC(=O)COc1ccccc1)C1COc2ccccc2O1 (centres undefined)
  E-sel TNF inh: -32; GALR2 antag: 14; NPY Y2 blocker: 3
29: CCOC(=O)N1CCN(C(=O)c2ccc3nc4cc(Cl)ccc4c(=O)n3c2)CC1
  E-sel TNF inh: -44; GALR2 antag: 4; NPY Y2 blocker: 0

# Four consecutive entries out of the list so far, for reference:
26: Cc1cccn2c(=O)c3cc(C#N)c(=N)n(Cc4cccnc4)c3nc12
  E-sel TNF inh: -8; GALR2 antag: -11; NPY Y2 blocker: 0
27: CC(=O)c1c(O)cc(C)n(Cc2ccccc2)c1=O
  E-sel TNF inh: -1; GALR2 antag: 6; NPY Y2 blocker: -4
28: CC(NC(=O)COc1ccccc1)C1COc2ccccc2O1 (centres undefined)
  E-sel TNF inh: -32; GALR2 antag: 14; NPY Y2 blocker: 3
29: CCOC(=O)N1CCN(C(=O)c2ccc3nc4cc(Cl)ccc4c(=O)n3c2)CC1
  E-sel TNF inh: -44; GALR2 antag: 4; NPY Y2 blocker: 0

# An excerpt, so the mix of outcomes need not match the whole.
